High-throughput results (PubChem)
S1P4 antag: human S1P4 receptor antagonism; O95977; S1P4-expressing cells, antagonist mode, reporter read-out; inhibition, % at 4.98 µM; 0.26% of 220,000 active; in the data active = inhibition above about 29%;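 also: 0% = wells stimulated with agonist and 100% = vehicle wells without agonist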
Target sequence (O95977 whole entry, looked up): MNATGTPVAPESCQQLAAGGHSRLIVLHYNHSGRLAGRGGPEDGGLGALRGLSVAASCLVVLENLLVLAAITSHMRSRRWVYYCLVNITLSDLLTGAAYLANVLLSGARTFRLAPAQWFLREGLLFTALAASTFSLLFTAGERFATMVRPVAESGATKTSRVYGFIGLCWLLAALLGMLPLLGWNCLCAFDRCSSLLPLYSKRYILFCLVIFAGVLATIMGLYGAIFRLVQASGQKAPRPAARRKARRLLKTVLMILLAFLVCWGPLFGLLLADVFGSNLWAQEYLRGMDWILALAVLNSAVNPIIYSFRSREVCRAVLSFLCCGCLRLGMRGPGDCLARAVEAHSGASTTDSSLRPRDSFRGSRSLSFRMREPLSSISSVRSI
eIF4E-4G inh: inhibitors of eIF4E and eIF4G interaction in translation initiation | TR-FRET eIF4E-eIF4GI(517-606) binding, 2 h | inhibition, % at 21.7 µM | 0.37% of 220,000 active | AID 782;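 active = inhibition above about 30%, limit read from the data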;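 also: 0% = full FRET control wells and 100% = background wells lacking eIF4GI fragment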
NPY-Y1 antag: NPY-Y1 (human) receptor antagonism | inhibition, % at 3.6 µM | HEK293-CNG Y1 cells, membrane potential fluorescence; NPY at EC95, then isoproterenol | 1% of 200,000 active;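 active = inhibition above the campaign mean inhibition of all tested compounds plus 3 SD, cut at about 20% in these data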;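 also: 0% = DMSO wells given NPY plus isoproterenol and 100% = isoproterenol alone without NPY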
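Assay system: HEK293 cells with Y1 receptor plus CNG channel | Probe or stimulus: NPY (25 nM), isoproterenol (1 µM), Ro 20-1724 (25 µM) | Timing: Compound incubation 1 h at room temperature, readout 45 min post-stimulation | Measured by: Membrane-potential fluorescent dye readout | Benchmarks: High control isoproterenol alone, low control NPY with isoproterenol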
NPY-Y2 PAM-ag: human NPY-Y2 potentiation or agonism, primary screen; activation, % at 3.6 µM; AID 1359; cells expressing NPY-Y2, potentiator/agonist read-out; P49146; 0.45% of 220,000 active; in the data active = activation above about 27%;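 also: cells stimulated with NPY near EC25 plus isoproterenol at EC100; 0% = vehicle plus submaximal agonist and 100% = vehicle plus saturating agonist; some results beyond the cut were filed as inactive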
EP2 antag: EP2 receptor (human) inhibition; P43116; C6 glioma cells expressing human EP2, cAMP TR-FRET; cells stimulated with saturating PGE2; inhibition, % at 25 µM; 0.52% of 260,000 active; AID 1422;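 active = percent inhibition above 40 after rounding to a whole number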;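 also: rat C6 glioma host cells with rolipram phosphodiesterase inhibitor present; the protocol text gives 20 µM as final concentration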
Target sequence (P43116 whole entry, looked up): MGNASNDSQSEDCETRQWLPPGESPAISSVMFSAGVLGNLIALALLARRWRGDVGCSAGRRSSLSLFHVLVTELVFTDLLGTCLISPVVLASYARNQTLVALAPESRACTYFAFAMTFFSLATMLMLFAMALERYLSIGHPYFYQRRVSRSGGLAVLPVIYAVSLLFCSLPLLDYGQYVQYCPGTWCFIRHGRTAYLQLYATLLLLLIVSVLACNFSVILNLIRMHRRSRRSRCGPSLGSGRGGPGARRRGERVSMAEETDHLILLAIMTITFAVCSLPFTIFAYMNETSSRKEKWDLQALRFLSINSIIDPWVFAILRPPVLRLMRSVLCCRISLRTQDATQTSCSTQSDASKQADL
S1P4 ag: human S1P4 receptor agonism | S1P4-expressing cell line, agonist reporter assay | 0.35% of 220,000 active | activation, % at 4.98 µM | O95977 | AID 1509; in the data active = activation above about 11%;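 also: 0% = DMSO vehicle and 100% = reference agonist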
p97 inhibitor: inhibitors of human p97 ATPase. recombinant p97 ATPase, Kinase-Glo ATP luminescence, 3 h. AID 1481. P55072. inhibition, % at 8 µM. 0.42% of 220,000 active; in the data active = inhibition above about 15%;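 also: 0% = DMSO vehicle and 100% = wells lacking enzyme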
EP2 mod: modulates human prostaglandin E2 receptor EP2 signaling | EP2-expressing cells, cAMP HTRF FRET, PGE2 co-stimulation | AID 940 | 0.83% of 260,000 active | induction, % at 25 µM | P43116;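 active = compounds whose cAMP rise, as percent of the full-agonist control response, exceeds 60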;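 also: rat C6 glioma line stably carrying human EP2 under a CMV promoter; the protocol text gives 20 µM as final concentration; 100% = response of wells given 1 µM PGE2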
NPY1 pot ag: human NPY-Y1 potentiation or agonism, primary screen | P25929 | activation, % at 3.6 µM | 0.37% of 220,000 active | AID 1304 | NPY-Y1 expressing cells, potentiator/agonist activation; in the data active = activation above about 33%, passing the limit was not always enough;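 also: cells stimulated with NPY at EC10 then isoproterenol at EC100; 0% = low agonist plus stimulus and 100% = saturating agonist plus stimulus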
* hit, by the source's call; · = not tested or not shown; & = joins results of further samples; [ ] = dose if it differs, or a comment. Not all compounds are listed. The share of hits here may be higher or lower than overall.

Results follow in this order: eIF4E-4G inh, S1P4 antag, EP2 antag, p97 inhibitor, NPY1 pot ag, NPY-Y1 antag, S1P4 ag, NPY-Y2 PAM-ag, EP2 mod
1. NNC(=O)CCC(=O)Nc1ccccc1
  -1, 8, 3, 11, 2, 6, 0.9, 1, 13
2. COc1ccc(/C=N/NC(=O)c2sccc2OCc2ccc(F)cc2)cc1OC
  1, 3, 11, 1, -21, 12, 1.0, -27, 8
3. CCNC(=O)n1cc(-n2cncn2)c(-c2ccc(Cl)cc2)n1
  3, -12, 1, 4, 11, -2, 1.9, 7, -6
4. COC(=O)c1cc2sccc2n1CC(=O)Nc1cccc(SC)c1
  3[fluorescence artefact?], -1, 21, -2, 1, 6, 0.2, 6, 5
5. CC(C)(C)c1ccc(C(=O)CSc2n[nH]c(=O)[nH]c2=O)cc1
  1, -5, 6, 0, -7, 9, 0.6, -10, -1
6. NC(=O)N1c2ccccc2CC(=O)c2ccccc21
  2&5, -8&1, 12&8, 7&7, -3&13, 10&2, 0.9&1.3, 7&5, 31&18
7. O=C(Nc1nc2ccccc2s1)c1cnccn1
  6, -4, 8, -7, -6, 1, -3.4, 0, -6
8. COc1ccc(F)cc1C(=O)C1CCCN(Cc2cccn2-c2cccnc2)C1 (stereo not given)
  1, -24, 4, -1, 11, 7, 1.6, -1, 7
9. CCOC(=O)c1sc(/S(C)=N\S(=O)(=O)c2cccc(Cl)c2)c2c1CCC=C2 (stereo not given)
  5, 3, 5, -1, 9, ·, 0.7, -1, 14
10. CCNc1nc(NCC)nc(N/N=C/c2ccc(Br)cc2)n1
  1, -10, 1, 0, -3, 5, 1.0, -19, 1
11. COCCNC(=S)Nc1ccc(N2CCCCC2)cc1
  -4, -9, 5, 0, -4, 0, 1.4, -3, -1
12. S=c1[nH]nc(-c2cc(-c3ccccc3)n[nH]2)n1/N=C/C=C/c1ccco1
  5, 12, 14, 8, -30, ·, 0.1, -9, -19
13. COCC1CCCN(Cc2cn[nH]c2-c2cc3ccccc3o2)C1 (stereo not given)
  -6, 3, -1, -1, -14, 6, 3.0, -2, -19
14. COc1ccc(-c2nn(-c3ccccc3)cc2CO)cc1OC
  -4, -4, 11, 2, 1, 2, -0.4, -1, 20
15. Cn1c(=O)c(=O)n(C)c2cc([N+](=O)[O-])c([N+](=O)[O-])cc21
  11, 0, 1, 5, 12, 4, 1.7, -13, 23
16. COc1ccccc1CNC(=O)c1csc2c1CCCC2
  0, -28, 1, 1, 18, 4, 0.1, 7, -9
17. N#CC1=C(N)C2=CCCC[C@H]2[C@H](c2ccccc2)C1(C#N)C#N
  -2, -8, 11, -5, -3, 5, 0.0, 4, -25
18. O=C(OCc1ccc(Cl)c(Cl)c1)c1cnccn1
  9[fluorescence artefact?], -11, 19, -6, 0, 0, 2.6, -8, 20
19. CCOC(=O)C(C)Sc1nc2c([nH]c3ccccc32)c(=O)n1C (stereo not given)
  -3, -26, 9, -4, 4, -3, 2.9, 9, -6
20. CCOC(=O)C1=C(N)OC2=C(C(=O)CC(C)(C)C2)C1c1ccc(C)s1 (stereo not given)
  -3, 14, 4, -3, 1, 2, -1.3, -1, 38
21. COc1ccc(N2CCN(C(=O)c3sc4nc(-c5ccc(F)cc5)cn4c3C)CC2)cc1
  ·, -10, 9, 2, -2, -2, 0.4, 1, ·
22. Cc1cc2nn(-c3cccc4ccccc34)nc2cc1N
  7, -5, 6, 4, 0, -5, 0.1, 16, 25
23. O=C(COC(=O)c1cccc(Cl)c1Cl)NCCN1C(=O)CSC1=O
  3, -6, 5, 6, 1, 4, 0.2, 12, -19
24. COc1ccc(NC(=O)c2cncc(Br)c2)cc1S(=O)(=O)N1CCCCC1
  -4, -11, 9, 1, -7, -2, 1.2, 9, -12
25. COc1ccc(Nc2nc(N)c([N+](=O)[O-])c(NCCO)n2)cc1
  -4, 9, 5, 5, 20, ·, 0.5, 24, -2
26. Cc1cc(C)c2nc3s/c(=C/c4ccccc4)c(=O)n3c2c1
  -1, 1, 31, -3, -5, 5, 0.9, -3, -19
27. CCOc1ccc(-n2nnnc2-c2nc3ccccc3s2)cc1
  -7, -22, 8, -1, 8, 4, -0.1, 12, -59
28. CC(=O)c1cccc(NC(=O)CN(c2ccc(C)cc2)S(=O)(=O)c2cccc3nonc23)c1
  1, 7, ·, 6, 24, -2, -1.0, 20, -6
29. c1cn(CC2(Cn3ccnc3)COC2)cn1
  5, -22, 11, 0, -7, -2, 0.8, 8, -7
30. CCOP(=O)(OCC)c1nc(-c2cccc([N+](=O)[O-])c2)oc1N1CCCCC1
  1, -2, 8, -3, -7, -4, 1.0, -12, -13

The list goes on:
Results follow in this order: eIF4E-4G inh, S1P4 antag, EP2 antag, p97 inhibitor, NPY1 pot ag, NPY-Y1 antag, S1P4 ag, NPY-Y2 PAM-ag, EP2 mod
31. CCOc1ccc(-c2cn3ccccc3n2)cc1
  7, -1, 5, -13, -3, 0, 1.3, 5, -30
32. COc1ccc2c(c1)-c1ccccc1S(=O)(=O)N2C(C)=O
  ·, -5, 8, 5, -19, -4, 1.2, -1, 12
33. O=C(NCc1ccco1)c1cc2cc3ccc(Cl)cc3nc2o1
  -9, -8, 14, 1, -6, 8, -3.6, -1, -27
34. Cn1nnnc1SCC(=O)N1c2ccccc2Sc2ccc(Cl)cc21
  21[fluorescence artefact?], -8, 8, 2, 6, 3, -1.6, -2, 34
35. CCOc1ccc(N(CC(=O)Nc2ccccc2C(=O)N2CCOCC2)S(=O)(=O)c2ccc(F)cc2)cc1
  7[fluorescence artefact?], -10, 1, 8, 15, -5, -0.4, 4, 2
36. CC(C)N(Cc1ccccc1)S(=O)(=O)N(C)C
  -2, -28, 13, 1, -14, -4, 1.9, -4, 17
37. O=Cc1ccc(-n2nncc2-c2ccc([N+](=O)[O-])cc2)cc1
  8, 8, -1, -4, -5, 1, 0.2, -3, -53
38. Cc1c(C)n(CC(O)CN2C(=O)c3ccccc3S2(=O)=O)c2ccccc12 (stereo not given)
  10, -7, 13, -2, 15, 6, -1.0, -3, -14
39. CCOC(=O)N1CCN(C(=O)C2CCN(C(=O)c3cc(OC)cc(OC)c3)CC2)CC1
  5, -14, 0, -6, -12, 2, -3.5, -20, 20
40. O=C(c1ccco1)N1CCN(C(=O)N2CCOCC2)CC1
  -4, -17, 5, 0, -11, -3, 0.4, -11, 8
41. COc1cc2[nH]c(=O)n(Cc3ccccc3Cl)c(=O)c2cc1OC
  -2[fluorescence artefact?], -6, 10, -3, -7, 0, 1.4, -14, 14
42. CCc1ccc(OCCCC(=O)Nc2nccs2)cc1
  -1, -17, 11&6, 0, 18, -5, 0.8, 7, -7&-14
43. Cc1cc(N2CCCCC2)nc(N2CCCCC2)n1
  0, 3, 6, 6, 2, 2, -0.3, -6, -5
44. Oc1c(C(c2ccccc2)N2CCc3ccccc3C2)sc2ncnn12 (stereo not given)
  4, 5, 7, 3, -11, -3, 1.7, 2, 19
45. O=C(NNC(=O)c1cccnc1)NC12CC3CC(CC(C3)C1)C2
  6[fluorescence artefact?], -17, 7, 5, -5, 3, 2.1, 7, 10
46. Cc1cc2ccccn2c1C(=O)c1nc(NCc2ccco2)ncc1Cl
  -2, -15, 5, 6, -21, 9, 2.5, 3, 7
47. CO/N=C\CC(=O)Nc1ccc(Cl)c(Cl)c1
  -3, 1, 6, 3, -6, 2, -0.7, -8, -36
48. CC(C)(C)OC(=O)N1CCC[C@H]1c1nnc(SCc2ccccc2Cl)o1
  8, -13, 11, -6, 0, -2, -0.7, 15, -11
49. Cn1cc(/C=N/NC(=O)c2cccc([N+](=O)[O-])c2)c2ccccc21
  1, -14, 8, 1, 11, 11, 0.8, -1, -7
50. C=CCNC(=O)C1CC(=O)N(c2ccc(Br)cc2)C1 (stereo not given)
  1, 9, 9, 5, 10, 4, 0.2, 8, -7
51. CC(C)(C)NC(=O)C(=O)NNC(=O)C12CC3CC(CC(C3)C1)C2
  5, -2, ·, 2, 6, -4, 0.3, -2, 6
52. CNc1ncc(C(=O)c2ccc(F)cc2)s1
  6, -15, 6, 3, 10, -1, 0.1, 6, 19
53. O=C(c1ccc2ccccc2c1)N1CCN(c2ccccc2)CC1
  10, -4, 6, -2, -22, 8, -0.1, -18, -29
54. O=C(N/N=C/c1cccs1)[C@H]1C[C@@H]1c1ccccc1
  -2, -13, 9, 2, 1, 0, 2.8, -3, -24
55. O=S(=O)(NCC1CCCO1)c1cc(Cl)ccc1Br (stereo not given)
  -4[fluorescence artefact?], -10, 5, 0, 14, -5, 0.9, -1, -12
56. O=C(CSc1nc2c(sc3ccccc32)c(=O)n1CCCN1CCOCC1)NCC1CCCO1 (stereo not given)
  0, -17, 1, -1, -2, -2, -1.3, -3, 2
57. N=c1n(Cc2ccc(Cl)cc2)c2ccccc2n1CC(O)c1ccco1 (stereo not given)
  2, -2, 14, 4, -11, 8, 0.2, -6, -21
58. COc1ccc(C(=O)NC(=O)Nc2ncccc2C)cc1
  -2, -1, 3, 0, 28, 0, -0.2, 18, -5
59. COc1cc(NC(=O)C2CCCO2)c(OC)cc1Cl (stereo not given)
  -1[fluorescence artefact?], -27, 4, 3, -6, 5, 0.5, 19, -5
60. O=C1C(Cl)=C(N2CCCCC2)C(=O)N1c1ccccc1
  1, 5, 0, -8, 12, 11, -2.2, -18, 13

Rewritten with one line to a screen: entries from further up
47	CO/N=C\CC(=O)Nc1ccc(Cl)c(Cl)c1
48	CC(C)(C)OC(=O)N1CCC[C@H]1c1nnc(SCc2ccccc2Cl)o1
49	Cn1cc(/C=N/NC(=O)c2cccc([N+](=O)[O-])c2)c2ccccc21
50	C=CCNC(=O)C1CC(=O)N(c2ccc(Br)cc2)C1 (stereo not given)
51	CC(C)(C)NC(=O)C(=O)NNC(=O)C12CC3CC(CC(C3)C1)C2
52	CNc1ncc(C(=O)c2ccc(F)cc2)s1
53	O=C(c1ccc2ccccc2c1)N1CCN(c2ccccc2)CC1
Assay by compound	47	48	49	50	51	52	53
eIF4E-4G inh	-3	8	1	1	5	6	10
S1P4 antag	1	-13	-14	9	-2	-15	-4
EP2 antag	6	11	8	9	·	6	6
p97 inhibitor	3	-6	1	5	2	3	-2
NPY1 pot ag	-6	0	11	10	6	10	-22
NPY-Y1 antag	2	-2	11	4	-4	-1	8
S1P4 ag	-0.7	-0.7	0.8	0.2	0.3	0.1	-0.1
NPY-Y2 PAM-ag	-8	15	-1	8	-2	6	-18
EP2 mod	-36	-11	-7	-7	6	19	-29
